Compound activity from PubChem BioAssay.
KCNQ1 act – potentiators or activators of human KCNQ1 potassium channel; CHO-K1 KCNQ1, thallium flux FluxOR fluorescence; active compounds read high; B-score at 10 µM; hit rate 0.35% among 310,000;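 active means fluorescence ratio B-score, a plate-corrected score, at least three library SD, with initial intensity B-score within 5 SD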
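Medium – assay buffer, equal DMSO in all wells · Material – CHO-K1 cell line with stable KCNQ1 potassium channel expression · Signal – kinetic FluxOR thallium fluorescence, 10-s 1-Hz baseline, 110-s post-stimulus read · Compound – single concentration per compound, DMSO matched to controls · Schedule – 37 °C overnight plating, 90-min dark dye load, 20-min compound pretreatment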
KCNQ1 inh – blocks the human KCNQ1 potassium channel; AID 2642; CHO-K1 KCNQ1, FluxOR thallium flux fluorescence; active compounds read high; hit rate 1.3% among 310,000; B-score at 10 µM;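 active means compounds whose thallium flux B-score, printed positive for inhibition, exceeds three library SD while starting fluorescence stays within three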;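 further: channel opened by potassium depolarization with thallium stimulus after 20 min compound exposure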
KCNK3 inh – human KCNK3 channel inhibition, primary screen; O14649; CHO-KCNK3 thallium flux, FluxOR fluorescence; active compounds read low; B-score at 10 µM; hit rate 0.84% among 340,000;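 active means B-score under library mean minus 4 SD, starting fluorescence ratio at most library mean plus 5 SD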;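 further: more negative B-score means stronger inhibition of thallium flux through KCNK3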
Target sequence (O14649 whole entry, looked up): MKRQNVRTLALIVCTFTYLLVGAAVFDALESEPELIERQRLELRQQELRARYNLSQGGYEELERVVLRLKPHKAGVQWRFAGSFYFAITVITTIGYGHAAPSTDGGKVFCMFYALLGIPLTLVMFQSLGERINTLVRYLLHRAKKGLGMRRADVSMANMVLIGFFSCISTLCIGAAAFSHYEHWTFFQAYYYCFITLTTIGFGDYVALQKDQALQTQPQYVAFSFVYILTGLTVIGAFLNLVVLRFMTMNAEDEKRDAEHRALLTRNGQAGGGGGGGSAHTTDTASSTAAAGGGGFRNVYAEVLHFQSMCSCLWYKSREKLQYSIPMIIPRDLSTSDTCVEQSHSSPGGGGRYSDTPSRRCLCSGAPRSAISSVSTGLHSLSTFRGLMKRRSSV
TMEM16A inh – mouse TMEM16A channel inhibition, primary screen | Q8BHY3 | HEK293 TMEM16A/YFP iodide influx fluorescence, ionomycin | normalized B-score (activity score, 25-100; higher = stronger inhibition) at 10 µM | hit rate 1.2% among 310,000;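 active means ratio plate-corrected score three or more library SD toward inhibition, starting fluorescence score within five deviations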;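 further: score derived from kinetic fluorescence span divided by baseline fluorescence per well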
SKKanGAS inh – SKKanGAS growth inhibition; hit rate 1.3% among 300,000; S. pyogenes SKKanGAS, kanamycin growth, BacTiter-Glo, 6 h; AID 1662; inhibition, % at 7.5 µM;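 active means mean replicate score, as percent of positive control median, at least 50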;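 further: strain carries kanamycin resistance gene driven by streptokinase promoter and grows in 40 µg/ml kanamycin; loss of luminescence reflects streptokinase promoter inhibition or plain growth inhibition; 0% = median of DMSO wells and 100% = positive control at its reference dose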
RGS4 act – potentiators or activators of RGS4; HEK293 M3R/inducible RGS4, carbachol calcium flux Fluo4; active compounds read low; B-score at 10 µM; hit rate 0.92% among 310,000;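 active means B-score of the integrated calcium signal more than 4 SD below the library mean, with starting fluorescence not abnormally high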;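 further: negative B-score means reduced calcium response which marks RGS4 activation or potentiation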
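test system = HEK293 cells with stable M3R and inducible RGS4 | schedule = recording 10 s baseline at 1 Hz, 100 s post-agonist | technique = Fluo4-AM (2 µM) calcium-flux fluorescence, kinetic read | measure = Agonist-evoked peak-minus-minimum fluorescence over baseline, integrated ratio, B score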
KCNK9 block – human KCNK9 channel inhibition; AID 488922; Q9NPC2; B-score at 10 µM; HEK293 KCNK9, FluxOR thallium flux fluorescence; active compounds read low; hit rate 1.2% among 310,000;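 active means ratio B-score over 3 SD below the library mean, with starting fluorescence within 5 SD of its mean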;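 further: negative B-score means less thallium flux so channel inhibition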
hERG rescue – compounds protecting human hERG from proarrhythmic drug block; activation (rescue from dofetilide block), less the hit threshold, % at 10 µM; CHO-hERG, FluxOR thallium flux, dofetilide IC70 present; AID 1511; hit rate 0.51% among 310,000;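 active means activation above the mean of controls blocked by dofetilide plus 5 SD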;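 further: thallium influx through hERG after potassium depolarization seen as dye fluorescence rise; in these data hits start at about 4.7%; inactives centre near -7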
TMEM16A act – mouse TMEM16A channel activation, primary screen. Q8BHY3. HEK293 TMEM16A/YFP-H148Q/I152L, iodide quench fluorescence; active compounds read low. B-score at 10 µM. hit rate 0.3% among 340,000. AID 623877;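 active means fluorescence-ratio B-score plate-corrected deviation score at least 3 library SD below zero, with starting fluorescence score within 5 deviations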;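 further: channel opened by trigger with iodide after compound preincubation; score built on the fluorescence ratio of max minus min over baseline; more negative score means more quench and so TMEM16A activation or potentiation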
RGS4 block – human RGS4 inhibition. P49798. HEK293 M3R/RGS4 inducible, Fluo-4 calcium flux; active compounds read high; triggered by carbachol at its EC20. AID 463165. B-score at 10 µM. hit rate 0.45% among 310,000;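 active means B-score, a plate-corrected calcium signal, over three deviations above library mean, with baseline fluorescence within five deviations of library mean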;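 further: RGS4 expression induced by doxycycline in cells with stable M3 receptor; B-score is computed from the integrated fluorescence ratio over baseline after carbachol; higher B-score means a larger calcium signal and so more RGS4 inhibition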
Target sequence (P49798 whole entry, looked up): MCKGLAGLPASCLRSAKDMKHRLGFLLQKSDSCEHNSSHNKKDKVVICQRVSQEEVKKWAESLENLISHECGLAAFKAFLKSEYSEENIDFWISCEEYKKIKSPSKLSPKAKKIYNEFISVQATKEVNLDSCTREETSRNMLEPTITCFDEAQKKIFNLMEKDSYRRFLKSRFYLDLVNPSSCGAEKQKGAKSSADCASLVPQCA
HDAC3 inhib – human HDAC3 inhibition; O15379; recombinant HDAC3, fluorogenic peptide/trypsin coupled, fluorescence; inhibition, % at 8.3 µM; hit rate 0.15% among 320,000; in the data active means inhibition above about 26%, passing the limit was not always enough
Target sequence (O15379 whole entry, looked up): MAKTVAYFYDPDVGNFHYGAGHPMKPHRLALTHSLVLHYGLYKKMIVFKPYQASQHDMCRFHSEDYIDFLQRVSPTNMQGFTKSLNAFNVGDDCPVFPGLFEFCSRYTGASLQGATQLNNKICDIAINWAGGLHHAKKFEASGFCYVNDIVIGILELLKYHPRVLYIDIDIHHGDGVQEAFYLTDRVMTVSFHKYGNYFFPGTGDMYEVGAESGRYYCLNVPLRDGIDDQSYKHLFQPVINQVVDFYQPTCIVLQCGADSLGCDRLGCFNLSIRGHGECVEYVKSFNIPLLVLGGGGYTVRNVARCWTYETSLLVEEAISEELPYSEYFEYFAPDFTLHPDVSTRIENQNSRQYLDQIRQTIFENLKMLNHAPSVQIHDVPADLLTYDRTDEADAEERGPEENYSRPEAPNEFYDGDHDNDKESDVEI
Starred values were filed as active, the others as inactive; i = inactive; / = no result given.

Below each SMILES: RGS4 block	SKKanGAS inh	hERG rescue	KCNK3 inh	HDAC3 inhib	KCNQ1 act	KCNK9 block	RGS4 act	TMEM16A act	TMEM16A inh	KCNQ1 inh
CC1CN(CCc2ccccc2)c2nc3c(c(=O)n(C)c(=O)n3C)n2C1 (configuration not stated)
    i	2	-9	i	-1	i	i	i	i	i	i
COc1ccc(/C(C)=N/NC(=O)CNC(=O)CCc2ccccc2)c(OC)c1
    i	-1	-3	i	7	i	i	i	i	i	i
O=C(CCN1CCOCC1)Nc1cc(C(=O)Nc2ccccc2F)ccc1N1CC2CC(C1)c1cccc(=O)n1C2 (configuration not stated)
    i	-2	-4	i	5	i	i	i	i	i	i
COc1ccc(/C=N/NC(=O)CCSc2nc3ccccc3s2)cc1OC
    i	-6	-15	i	13	i	i	i	i	i	i
Cc1cccc(N(CC(=O)N/N=C/c2cc([N+](=O)[O-])ccc2Cl)S(C)(=O)=O)c1C
    i	-2	-4	i	/	i	i	i	i	i	i
COc1ccc(CNC(=O)c2ccc3nccnc3c2)cc1
    i	3	-5	i	-2	i	i	i	i	i	i
NC(=O)C1(N2CCCCC2)CCN(C2CC(=O)N(Cc3ccc(N4CCCC4=O)cc3)C2=O)CC1 (configuration not stated)
    i	1	-10	i	4	i	i	i	i	i	i
NC(=O)COc1ccc(/C=N\NC(=O)CC(=O)NCCc2ccccc2)cc1
    i	4	-6	i	8	i	i	i	i	i	i
O=C(O)CNC(=O)C(c1ccccc1)c1ccccc1
    i	0	-2	i	-12	i	i	i	i	i	i
O=C(c1cc(-c2ccccc2)n[nH]1)N1CCN(S(=O)(=O)c2ccccc2)CC1
    i	-9	-9	i	-1	i	i	i	i	i	i
CCc1c(C(=O)Nc2cc(C)cc(C)c2)[nH]c(C)c1C(C)=O
    i	3	-8	i	-12	i	i	i	i	i	i
c1ccc(Cc2nn[nH]n2)cc1
    i	-4	-7	i	-8	i	i	i	i	i	i
Cc1ccc(SCCN2CCN(CCc3ccccc3)CCC2=O)cc1
    i	-1	-11	i	4	i	i	i	i	i	i
CC1C(=O)N2CCCc3cc(NS(=O)(=O)c4ccc([N+](=O)[O-])cc4)cc1c32 (configuration not stated)
    i	5	-10	i	-6	i	i	i	i	i	i
O=C1CC2c3ccccc3C1C1C(=O)N(CCO)C(=O)C21 (configuration not stated)
    i	/	-9	i	-11	i	i	i	i	i	i
CN(C1CCCCC1)S(=O)(=O)c1ccccc1
    i	0	-6	i	-1	i	i	i	i	i	i
CCc1nc(SCC(=O)c2ccc(Cl)s2)c2oc3ccccc3c2n1
    i	7	-11	i	0	i	i	i	i	i	i
CCOc1ccc(OCCSc2nc(N)cc(=O)[nH]2)cc1
    i	-10	-9	i	1	i	i	i	i	i	i
COc1ccc(C(=O)C2CCCN(C(=O)C3CCOCC3)C2)cc1OC (configuration not stated)
    i	-2	-9	i	3	i	i	i	i	i	i
CCN(C(=O)Nc1cccc(Cl)c1)c1ccccc1
    i	-1	-8	i	0	i	i	i	i	i	i
O=C(O)c1cccc(OCCN2CCCC2=O)c1
    i	-2	-3	i	2	i	i	i	i	i	i
CCOC(=O)c1cn(CC)c2cc(N3CCN(C)CC3)c(F)cc2c1=O
    i	-5	-5	i	-21	i	i	i	i	i	i
Cn1nc(C(=O)OCC(=O)Nc2cccc(S(=O)(=O)N3CCCC3)c2)c2ccccc2c1=O
    i	6	-10	i	-3	i	i	i	i	i	i
CCC(Oc1ccc2ccccc2c1)C(=O)O (configuration not stated)
    i	/	-3	i	-1	i	i	i	i	i	i
N=c1ncn(CC(O)CN2CCOCC2)c2nc(N3CCOCC3)[nH]c12 (configuration not stated)
    i	-1	-9	i	11	i	i	i	i	i	i
O=S(=O)(NCC1CCCO1)c1cnc(Cl)c(Cl)c1 (configuration not stated)
    i	-13	-1	i	7	i	i	i	i	i	i
c1cnc(N2CCSCC2)nc1
    i	-2	0	i	2	i	i	i	i	i	i
COc1ccc([N+](=O)[O-])cc1NC(=O)CSc1ccc2ccccc2c1
    i	-16	-5	i	-2	i	i	i	i	i	i
O=C(CCc1nnc(C2(c3ccc(Cl)cc3)CCC2)o1)N1CCCC(O)C1 (configuration not stated)
    i	-4	-5	i	-6	i	i	i	i	i	i
Cc1ccccc1N1C(=O)CC(N2CCN(C(=O)c3ccco3)CC2)C1=O (configuration not stated)
    i	-2	-8	i	5	i	i	i	i	i	i
S=C(NC1CCCCC1)N1CCn2cccc2C1c1cccnc1 (configuration not stated)
    i	-6	-16	i	-4	i	i	i	i	i	i
COc1ccc(NC(=O)c2ccc3[nH]c(C)c(C)c3c2)c(OC)c1
    i	-4	-5	i	4	i	i	i	/	i	i
COC(=O)c1ccc(C(=O)OC)c(NC(=S)N2CCCC(C)C2)c1 (configuration not stated)
    i	-2	-12	i	-2	i	i	i	i	i	i
COc1cccc(CNC(=O)C2CCN(C(=O)N(C)C)CC2)c1
    i	-7	-10	i	-2	i	i	i	i	i	i
O=C(Cn1cc2c(n1)CCCCC2)N1CCCCC1
    i	-2	-5	i	-1	i	i	i	i	i	i
O=C(Nc1c(S(=O)(=O)c2ccccc2)csc1Br)c1ccccc1Cl
    i	2	-4	i	10	i	i	i	i	i	i
CCOC(=S)N/C(=N\S(=O)(=O)c1ccc(C)cc1)c1ccccc1
    i	-1	2	i	-6	i	i	i	i	i	i
CC1(C)CC(=O)C=C(NCCN2CCN(C(=S)Nc3ccc(F)cc3)CC2)C1
    i	3	-5	i	3	i	i	i	i	i	i
c1cncc(-c2nnc3sc(-c4ccco4)nn23)c1
    i	2	-11	i	2	i	i	i	i	i	i
Cc1ccc2c(c1)C(=O)C(=O)N2CC1COc2ccccc2O1 (configuration not stated)
    i	1	-4	i	9	i	i	i	i	i	i
COc1ccc(-c2[nH]c(-c3ccc(F)cc3)nc2SCC(=O)NCc2ccco2)cc1OC
    i	24	-5	i	2	i	i	i	i	i	i
C=CCOC(=O)C(=O)/C=C/c1coc2ccccc2c1=O
    i	0	-14	i	15	i	i	i	i	i	i
Cc1cccc(Nc2nnc(SCC(=O)Nc3ccccc3[N+](=O)[O-])s2)c1C
    i	3	-11	i	3	i	i	i	i	i	i
CC(C)Oc1ccc(C2NC(=O)c3ccccc3O2)cc1 (configuration not stated)
    i	-1	3	i	-1	i	i	i	i	i	i
CC1CCc2c(sc(NC(=O)c3cccs3)c2C(=O)O)C1 (configuration not stated)
    i	10	-7	i	6	i	i	i	i	i	i
Cc1cc2oc(C(=O)NCc3ccccc3)cc(=O)c2cc1C
    i	7	-2	i	-4	i	i	i	i	i	i
Cc1csc(N2CCCC2=O)n1
    i	4	-4	i	-2	i	i	i	i	i	i
Cc1nonc1CN(C)C(=O)c1cc(COc2ccc(F)cc2Cl)on1
    i	-12	-5	i	-12	i	i	i	i	i	i
CC(=O)Nc1ccc(S(=O)(=O)NNC(=S)NCc2ccco2)cc1
    i	-1	-10	i	-8	i	i	i	i	i	i
CN(C(=O)CCc1ccccc1F)C1CCCN(Cc2ccccc2F)C1 (configuration not stated)
    i	-2	-5	i	-3	i	i	i	i	i	i
COC(=O)c1ccc(CSc2nc(C)nc3c2c(=O)n(C)c(=O)n3C)o1
    i	-3	-8	i	-4	i	i	i	i	i	i
C=CCn1c(CCCOc2ccc(Cl)cc2Cl)n[nH]c1=S
    i	-2	-5	i	14	i	i	i	i	i	i
COc1cc(NC(=O)Cc2nn(C)c(=O)c3ccccc23)cc(OC)c1
    i	1	-3	i	5	i	i	i	i	i	i
C/C(CC(=O)Nc1ccc(N(C)C)cc1)=N\NC(=O)c1ccc(Cl)cc1
    i	7	-6	i	5	i	i	i	i	i	i
CC(=O)c1ccc(-c2ccccc2[C@H]2[C@H]3C=CC[C@@H](C)[C@@H]3C(=O)N2Cc2ccccc2)cc1
    i	24	-11	/	/	i	i	i	/	/	i
O=C(Nc1cccc(-n2cnnn2)c1)c1cc2ccccc2o1
    i	-8	-5	i	-2	i	i	i	i	i	i
COc1ccc(C(=O)Nc2ccccc2C(=O)N/N=C/c2ccc(O)c(OC)c2)cc1
    i	40	-13	i	5	i	-10*	i	i	i	i
CC(C)OC(=O)C(C)Oc1ccc(C(=O)NCCc2ccccc2)cc1 (configuration not stated)
    i	-4	-3	i	3	i	i	i	i	i	i
CC(NC(=O)COc1ccccc1)C1COc2ccccc2O1 (configuration not stated)
    i	1	-8	i	4	i	i	i	i	i	i
CC(Nc1ccccc1N1CCCCC1)C(=O)N1CCc2ccccc21 (configuration not stated)
    i	-3	0	i	4	i	i	i	i	i	i

Of the compounds above, 4 have a nitro group on carbon:
Below each SMILES: RGS4 block	SKKanGAS inh	hERG rescue	KCNK3 inh	HDAC3 inhib	KCNQ1 act	KCNK9 block	RGS4 act	TMEM16A act	TMEM16A inh	KCNQ1 inh
Cc1cccc(N(CC(=O)N/N=C/c2cc([N+](=O)[O-])ccc2Cl)S(C)(=O)=O)c1C
    i	-2	-4	i	/	i	i	i	i	i	i
CC1C(=O)N2CCCc3cc(NS(=O)(=O)c4ccc([N+](=O)[O-])cc4)cc1c32 (configuration not stated)
    i	5	-10	i	-6	i	i	i	i	i	i
COc1ccc([N+](=O)[O-])cc1NC(=O)CSc1ccc2ccccc2c1
    i	-16	-5	i	-2	i	i	i	i	i	i
Cc1cccc(Nc2nnc(SCC(=O)Nc3ccccc3[N+](=O)[O-])s2)c1C
    i	3	-11	i	3	i	i	i	i	i	i
